GAA inhib = blocks human lysosomal alpha-glucosidase. hit rate 0.005% among 200,000. purified human GAA, 4-MU-alpha-glucoside fluorescence. Potency, µM (titrated, usually from 76.9 µM), for the others: top-dose activity change, negative = inhibition, most hits filed as inhibitors;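 also: plate controls were uninhibited enzyme wells for no effect and no-enzyme background for full effect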
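Enzyme (4 nM final) mixed with compound (up to 77 uM), then 4-MU-alpha-D-pyranoside (400 uM final) added; 20 min at room temperature, pH 5.0. Reaction stopped at pH 10, fluorescence read, AC50 derived by Hill fit.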
aGlu spleen mod = inhibits or activates alpha-glucosidase in human spleen homogenate | P10253 | human spleen homogenate, 4-MU-alpha-glucoside fluorescence | AID 2112 | hit rate 0.006% among 240,000 | Potency, µM (titrated, usually from 79.9 µM), inactives show at the top dose activity change, negative = inhibition, hits mostly inhibitors;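 also: 0% = enzyme with vehicle and -100% = no enzyme basal signal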
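AC50 values come from Hill-equation fits of concentration-response data, normalized to no-enzyme and full-activity controls. Enzyme source: 1 ug human spleen homogenate; 1 mM fluorogenic 4-MU glucoside, pH 5.0 citrate buffer, 37 C, 40 min.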
RGS12 GoLoco inh = RGS12 GoLoco-Gai1 interaction inhibition. P63096. Gai1:RGS12 GoLoco peptide FP, rhodamine, 10 min. Potency, µM (titrated, usually from 61.6 µM), for the others: at the highest dose activity, negative = inhibition, most hits filed as inhibitors. hit rate 0.44% among 230,000. AID 880; active = well fitted inhibition curve with a large enough effect, not every such curve was filed as active; inactive = no such curve, though single readings can be large or run the other way; also: % is scaled to controls: 0 for no effect and ±100 for the full control effect; nearly all actives have a fitted effect of over 30% in size; many of its hits are not listed in these tables
Target sequence (P63096 whole entry, looked up): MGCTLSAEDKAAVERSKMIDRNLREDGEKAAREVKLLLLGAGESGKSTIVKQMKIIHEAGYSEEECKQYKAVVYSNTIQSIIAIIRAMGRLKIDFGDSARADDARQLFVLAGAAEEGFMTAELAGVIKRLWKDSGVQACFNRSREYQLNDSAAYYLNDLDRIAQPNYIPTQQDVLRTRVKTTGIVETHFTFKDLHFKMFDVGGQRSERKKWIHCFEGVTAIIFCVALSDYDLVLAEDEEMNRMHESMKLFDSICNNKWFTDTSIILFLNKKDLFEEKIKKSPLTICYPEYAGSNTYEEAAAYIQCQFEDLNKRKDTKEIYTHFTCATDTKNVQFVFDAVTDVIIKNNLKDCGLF
HttQ103 aggreg = reduces HttQ103-GFP aggregates in PC12 cells; AID 1688; hit rate 1.1% among 220,000; Potency, µM (series often up to 46.1 µM), without a hit: at the highest dose activity change, negative = inhibition, usual class: inhibitors; PC12 HttQ103-GFP aggregates, Acumen cytometry, 40 h; also: % is scaled to controls: 0 for no effect and ±100 for the full control effect; nearly all actives have a fitted effect of over 60% in size
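PC12/HTTQ103-GFP, ecdysone-inducible; teb 100 nM; cpd qHTS titration; GFP aggregates read on laser cytometer, Ex 488/Em 500-530 nm.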
HTT cytoprotect = Huntington cell model cytoprotection by ATP luminescence | PC12 HTT-Q103 induced, cytoprotection, ATP luminescence, 40 h | Potency, µM (highest dose often 56.4 µM), for the others: cytoprotection (ATP increase), hits mostly activators | hit rate 0.14% among 230,000 | AID 1471;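 also: % of control where 0% means no effect; nearly all actives have a fitted effect of over 45% in size; toxic huntingtin expression switched on by the ecdysone agonist tebufenozide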
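Quantitative HTS on tebufenozide-induced (100 nM) PC12 cells expressing HTTQ103 exon 1–GFP; compounds tested as a concentration series; survival measured via cellular ATP.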
GAA glycogen mod = inhibitors or activators of human alpha-glucosidase glycogen cleavage. recombinant GAA, glycogen substrate, Amplex Red glucose oxidase fluorescence. Potency, µM (titrated, usually from 76.4 µM), for inactives: top-dose activity change, negative = inhibition, actives largely listed as inhibitors. hit rate 0.38% among 300,000;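 also: 0% = full enzyme reaction and -100% = no-enzyme basal signal; the screen sought inhibitors and activators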
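Recombinant enzyme (4 nM final) with compounds titrated up to 77 uM and bovine liver glycogen (30 ug) in citrate pH 5.0, 0.01% Tween-20, 37 C 40 min. Released glucose detected by Amplex Red/glucose oxidase (Ex 573/Em 610); AC50 from Hill fits.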
IMPase Li inh = membrane-permeable IMPase blocker, potentiated with lithium; hit rate 0.35% among 210,000; CHO-M1 cells, IP1 TR-FRET (IP-One), carbachol + lithium; Potency, µM (highest dose often 59.4 µM), for the others: at the top dose activity, negative = IMPase inhibition, hits mostly inhibitors;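 also: IP1 builds up when IMPase is blocked and the TR-FRET signal falls; plate controls were basal vehicle for no effect and high inhibitor control for full effect; nearly all actives have a fitted effect of over 50% in size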
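Test compounds were applied to CHO-M1 cells previously cultured for 16–30 h at 2000 per well. A small lithium amount accompanied them; after 30 min at 37C, IP1 was quantified by TR-FRET.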
An asterisk follows results filed as active; ? = inconclusive; · = no result given; & = joins results of further samples; [ ] = remark or other dose. Unless noted, calls follow the shape of the dose curve; as a rule, active = well fitted curve in the direction sought with a large enough effect; inconclusive = small, poorly fitted or top-dose-only effect, or another doubt; inactive = no such curve, though single readings can be large; an effect the other way counts as inactive or inconclusive. Potency is read from the fitted curve at half-maximal effect. Only part of the results is shown (hit frequency here may not be typical).

SMILES | GAA inhib | aGlu spleen mod | RGS12 GoLoco inh | HttQ103 aggreg | HTT cytoprotect | GAA glycogen mod | IMPase Li inh
COc1ccc(-n2nnnc2SCC(=O)c2ccc(O)c(O)c2)cc1 | -10% | -5% | 1% | -7% | 0%[10 µM] | 8.8µM* | 16%[38.3 µM]
COC(=O)[C@@H]1C[C@@H]2CC[C@@H](O)C[C@@H]2N1Cc1ccc(-c2ccccc2)cc1 | · | -5% | 7% | · | -9% | · | -6%
O=C(CC1SC(=Nc2ccc(OC(F)F)cc2)N(CCC2=CCCCC2)C1=O)Nc1ccccc1F (stereo not drawn) | -11% | 0% | 6% | -14% | 13%[10 µM] | 8% | 10%
COC(/C=C/Nc1ccc(Cl)cc1)=C(C#N)C#N | 5% | -3% | 3% | 3% | -26% | 1% | 7%
O=S(=O)(Cc1noc(-c2ccc(OC(F)(F)F)cc2)n1)c1ccc(F)cc1 | 2%[15.4 µM] | 0% | 0% | -17%[9.22 µM] | 3%[10 µM] | 0% | ·
O=C(CCSc1nc(-c2ccco2)cc(C(F)(F)F)n1)N1CCN(c2ccccn2)CC1 | -19% | -10% | 7% | 19% | -12% | 6% | 24%[38.3 µM]
CCCC(=O)N1CCc2[nH]c3ccccc3c2C1 | -5% | 4% | 0% | 9% | -15% | -1% | 0%[38.3 µM]
Cc1cccc(OCC(=O)N/N=C\c2cccn2C)c1C | -6% | · | 13% | -15% | -18% | 10% | 4%
CNCCNS(=O)(=O)c1cccc2cnccc12 | · | -9%&1% | 6%&-5% | · | -23% | · | -8%&-7%
Clc1ccc(CSc2cc3c(nn2)-c2ccccc2CC3)cc1Cl | 6% | -6% | 4% | -13% | 6%[10 µM] | 0% | 35%[38.3 µM]
Cc1cc(OCc2nc3ccccc3s2)ccc1N | · | 1% | 7% | ? | -95%[inhibitor][10 µM] | -21% | ·
CCOC(=O)c1cc2occc2n1CC(=O)N1CCOCC1 | -4% | -19% | -1% | 0% | 5%[10 µM] | -1% | -10%[38.3 µM]
Cc1ccc(CC2SC(N)=NC2=O)cc1 (stereo not drawn) | -10% | -3% | 8% | 17%[9.22 µM] | 10%[10 µM] | 5% | 0%
CCCCOC(=O)c1ccc(NC(=O)CSC2=Nc3ccccc3C3CC=NN23)cc1 (stereo not drawn) | -2% | 4% | 6% | -3% | 5% | 27% | 32%[38.3 µM]
CCC(c1nnnn1C1CCCC1)N(Cc1cccs1)Cc1cc2cccc(C)c2[nH]c1=O (stereo not drawn) | ? | 4% | 6% | ? | -27% | 0% | 1%[38.3 µM]
O=C/C=C/c1ccc(O)cc1 | · | 5% | 0% | · | · | · | -6%
O=C(/C=C/Nc1ccccc1C(F)(F)F)c1ccco1 | 7% | 2% | 10% | 19%[9.22 µM] | 11%[10 µM] | 6% | 7%
CN1CCN(C(=O)c2ccccc2-c2ccccc2C(=O)O)CC1 | -2% | -4% | 0% | 1% | 0% | -2% | -6%[38.3 µM]
N#CC1=C(N)OC2=C(C(=O)CCC2)C1c1ccoc1 (stereo not drawn) | -1% | 6% | 5% | 5%[9.22 µM] | -11%[10 µM] | -12% | 6%
Cc1c(C(=O)NC(=S)Nc2ccc3c4c(cccc24)CC3)cccc1[N+](=O)[O-] | -4% | -1% | -1% | -2% | -16% | 0% | 6%[38.3 µM]
Cc1ccnn1CC(=O)N/N=C/c1ccco1 | ? | -1% | 2% | -8% | -12% | -8% | 1%[38.3 µM]
CC(C)n1c(SCc2ccccc2F)nc2c1c(=O)n(C)c(=O)n2C | 0% | 1% | 7% | ? | 7% | 6% | 10%[38.3 µM]
O=c1c2cc(NC(=S)NCc3cccnc3)ccc2nc2n1CCCCC2 | 5% | 3% | -5% | 8% | -73%[inhibitor] | -14% | 16%
O=C(NCc1ccco1)NC12CC3CC(CC(C3)C1)C2 | -4% | 1% | 3% | 3% | -1% | 4% | 18%[38.3 µM]
CCN(CC)C(=O)CSc1nc2ccccc2c(=O)n1CCC(=O)NCCc1ccc(OC)c(OC)c1 | 0% | -3% | -1% | 2% | -14% | 2% | ?
CCSc1nnc(NC(=O)Cc2ccc(OC)cc2)s1 | -1% | -7% | -2% | -8% | -49%[inhibitor][10 µM] | 6% | 3%[38.3 µM]
O=c1[nH]c2ccc(Cl)cc2c(-c2ccccc2)c1N1CCN(CCO)CC1 | 5% | 2% | 8% | -13% | -45%[inhibitor] | 5% | 17%[38.3 µM]
Cc1cccc(N2CCN(Cc3nc(-c4cccc(Cl)c4)oc3C)CC2)n1 | -11% | -2% | 15% | 5%[9.22 µM] | 9%[10 µM] | -9% | 20%
O=c1[nH]c2cccnc2n(CCNc2ncc(C(F)(F)F)cc2Cl)c1=O | -3% | -9% | 42%[activator] | -9% | -68%[inhibitor] | 1% | 13%
COc1ccc(CC(=O)O/N=C(\N)c2ccc(OC)cc2)cc1 | · | 7% | -2% | 14%[9.22 µM] | 5%[10 µM] | -2% | ·
CCOC(=O)c1c(-c2ccc(C)cc2)csc1NC(=O)/C(C#N)=C/c1ccc(O)c(OC)c1 | 1% | 7% | 46%[activator] | -7% | -4%[10 µM] | 5% | -1%
Nc1ccccc1S[C@@H](C[N+](=O)[O-])c1ccc2c(c1)OCO2 | · | · | -3%[14.2 µM] | · | 4%[10 µM] | · | 11%
CC1CCN(S(=O)(=O)c2cccc(C(=O)NCc3cccs3)c2)CC1 | -9% | -14% | -5% | -12% | -7% | -4% | 11%[38.3 µM]
S=c1[nH]nc(-c2ccc(Cl)cc2)n1/N=C/c1ccco1 | · | -23% | 9% | -3%[9.22 µM] | 8%[10 µM] | -9% | ·
O=C(N/N=C1\CCc2ccccc21)c1ccccc1O | 0% | -3% | 5% | -29% | -30%[10 µM] | ? | -3%
O=S(=O)(NC1CC1)c1ccc(S(=O)(=O)N2CCC3(CC2)OCCO3)cc1 | ? | 7% | 10% | -2%[9.22 µM] | 2%[10 µM] | -13% | 9%
COc1ccc(OC)c(NC(=O)C2CCCN(S(=O)(=O)c3cccc4cccnc34)C2)c1 (stereo not drawn) | ? | -3% | 5% | 13% | -24% | -6% | 4%[38.3 µM]
Cc1cccc(OCC(=O)Nc2ccc3c(c2)OCCO3)c1 | 3% | 0% | 9% | 0% | 11%[10 µM] | 4% | 18%[38.3 µM]
O=C(CSc1ccc2c(c1)OCCO2)Nc1cccc(S(=O)(=O)N2CCCCC2)c1 | -7% | -9% | -2% | 14% | 34%[10 µM] | -6% | 6%
O=C(CN1c2ccccc2Sc2ccccc21)NNC(=S)Nc1ccc(Cl)cc1Cl | -1% | -1% | 9% | ? | -64%[inhibitor] | ? | 9%[38.3 µM]

Laid out differently: entries from further up
SMILES: Cc1cccc(OCC(=O)Nc2ccc3c(c2)OCCO3)c1
  GAA inhib: 3%	aGlu spleen mod: 0%	RGS12 GoLoco inh: 9%	HttQ103 aggreg: 0%	HTT cytoprotect: 11%[10 µM]	GAA glycogen mod: 4%	IMPase Li inh: 18%[38.3 µM]
SMILES: O=S(=O)(NC1CC1)c1ccc(S(=O)(=O)N2CCC3(CC2)OCCO3)cc1
  GAA inhib: ?	aGlu spleen mod: 7%	RGS12 GoLoco inh: 10%	HttQ103 aggreg: -2%[9.22 µM]	HTT cytoprotect: 2%[10 µM]	GAA glycogen mod: -13%	IMPase Li inh: 9%

More compounds follow:
SMILES | GAA inhib | aGlu spleen mod | RGS12 GoLoco inh | HttQ103 aggreg | HTT cytoprotect | GAA glycogen mod | IMPase Li inh
COc1ccccc1C/C(N)=N/OC(=O)COc1cccc(C)c1C | -9% | 6% | 7% | -13% | -4%[10 µM] | -8% | 12%
CCOC(=O)COc1cc(OCC(=O)OCC)c2c(=O)cc(-c3ccccc3)oc2c1 | 1% | -3% | 4% | -5% | -28% | -4% | 2%[38.3 µM]
CCOC(=O)c1sc(=S)n(-c2ccccc2)c1C | · | 4% | 6% | 14%[9.22 µM] | 4%[10 µM] | 4% | ·
CCCCCC(C)n1[nH]c(=O)cc1N (stereo not drawn) | -4% | -6% | 5% | 13% | -28% | -20% | 16%[38.3 µM]
Cc1cccc(NC(=S)N(C)Cc2cn(C)c3ccccc23)c1 | 2% | 0% | 2% | ? | -18%[10 µM] | -18% | 5%
O=C(NCC1CCCO1)c1cc(S(=O)(=O)N2CCCC2)c(Cl)cc1Cl (stereo not drawn) | ? | 16% | 10% | -4%[9.22 µM] | 7%[10 µM] | 13% | -2%
O=C(c1c(Cl)nc2sccn12)N(C(=O)c1c(Cl)nc2sccn12)c1ccc(Cl)cn1 | -13% | 4% | 6% | 11%[9.22 µM] | -12% | 16% | 3%[38.3 µM]
O=Cc1c(OCc2ccccc2)ccc2ccccc12 | 3% | -3% | 2% | 26% | -3%[10 µM] | -12% | 12%
Cc1ccc(C)c(NS(=O)(=O)c2cc(C(=O)Nc3ccccc3-c3ccccc3)ccc2Cl)c1 | -7% | -4% | 4% | -13% | -36% | -8% | 8%[38.3 µM]
Cc1csc(NC(=O)CSc2nnc(-c3ccoc3C)n2Cc2ccco2)n1 | 1% | 0% | 0% | -20% | 6% | 4% | 32%[activator][38.3 µM]
CC(C)(C)S(=O)(=O)c1cnc2c(-c3ccsc3)cnn2c1N | ? | 3% | -1% | 11% | 6%[10 µM] | 11% | -1%
O=[N+]([O-])c1ccc(/C=C/C2=NN(c3ccccc3)C(c3ccco3)C2)cc1 (stereo not drawn) | -5% | 6% | 179%[activator] | ? | · | 10% | -6%
O=C1C=CCC(/C=C/c2ccccc2)O1 (stereo not drawn) | 5% | 4% | 5% | 10µM* | · | 4% | -1%
CCOC(=O)c1[nH]c2ccc(F)cc2c1NC(=O)CCN1CCSCC1 | 8% | -7% | 13% | 2% | 1% | 3% | 17%[38.3 µM]
CC(C)C1=C[C@@]23CC[C@@H]4[C@](C)(CCC[C@@]4(C)C(=O)O)[C@@H]2C[C@@H]1[C@@H](C(=O)O)[C@@H]3C(=O)O | · | · | 4%[14.2 µM] | · | -11%[10 µM] | · | -11%
O=C1c2cccc3cc([N+](=O)[O-])cc(c23)C(=O)N1/N=C/c1ccc(O)cc1O | · | -2% | 10% | -22%[9.22 µM] | -14%[10 µM] | 9% | ·
COCC(=O)Nc1nc2n(n1)C(c1ccc(Cl)cc1)CC(c1ccc(OC)cc1)N2 (stereo not drawn) | 0%[15.4 µM] | 3% | 4% | 14% | -11% | -7% | -4%[38.3 µM]
CCCN(CCC(=O)Nc1cc(OC)cc(OC)c1)CC1CC1 | -28% | -3% | 3% | 7% | -5% | 2% | 3%[38.3 µM]
Cc1ccc(-c2c3c(nc4sc(C(N)=O)c(N)c24)CCCC3)o1 | ? | -3% | 4% | -16% | · | 11% | -3%
Fc1ccc(CNC(=S)Nc2ccc(Cl)cc2Cl)cc1 | 2% | -4% | -9% | -4% | -7%[10 µM] | 4% | 11%

High-throughput results deposited in PubChem BioAssay by National Center for Advancing Translational Sciences (NCATS).
